# Screening results: PubChem BioAssay, Broad Institute
# PGC1a acetyl inh – PGC1a acetylation modulation, inhibitor mode. 0.17% of 350,000 active. AID 651687. inhibition, % at 15.6 µM. U2OS PGC1a acetylation, AlphaScreen anti-acetyl-lysine; with virally co-expressed GCN5 acetyltransferase;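 active means every replicate shows inhibition of at least 40%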;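 further: 0% = neutral control wells and 100% = positive control wells; some results beyond the cut were filed as inactive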
# RAD54 inh – inhibitors of human RAD54 branch migration. Q92698. inhibition, % at 10.4 µM. RAD54 Holliday junction branch migration, FAM/BHQ fluorescence. AID 602329. 0.14% of 360,000 active;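 active means mean normalized replicate activity at least 40 and at least half of replicates scoring 40 or more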;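 further: 0% = median of neutral control wells and 100% = median of positive control wells; inhibitors cause a drop in the FAM fluorescence signal; in these data hits start at about 50%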
# Target sequence (Q92698 whole entry, looked up): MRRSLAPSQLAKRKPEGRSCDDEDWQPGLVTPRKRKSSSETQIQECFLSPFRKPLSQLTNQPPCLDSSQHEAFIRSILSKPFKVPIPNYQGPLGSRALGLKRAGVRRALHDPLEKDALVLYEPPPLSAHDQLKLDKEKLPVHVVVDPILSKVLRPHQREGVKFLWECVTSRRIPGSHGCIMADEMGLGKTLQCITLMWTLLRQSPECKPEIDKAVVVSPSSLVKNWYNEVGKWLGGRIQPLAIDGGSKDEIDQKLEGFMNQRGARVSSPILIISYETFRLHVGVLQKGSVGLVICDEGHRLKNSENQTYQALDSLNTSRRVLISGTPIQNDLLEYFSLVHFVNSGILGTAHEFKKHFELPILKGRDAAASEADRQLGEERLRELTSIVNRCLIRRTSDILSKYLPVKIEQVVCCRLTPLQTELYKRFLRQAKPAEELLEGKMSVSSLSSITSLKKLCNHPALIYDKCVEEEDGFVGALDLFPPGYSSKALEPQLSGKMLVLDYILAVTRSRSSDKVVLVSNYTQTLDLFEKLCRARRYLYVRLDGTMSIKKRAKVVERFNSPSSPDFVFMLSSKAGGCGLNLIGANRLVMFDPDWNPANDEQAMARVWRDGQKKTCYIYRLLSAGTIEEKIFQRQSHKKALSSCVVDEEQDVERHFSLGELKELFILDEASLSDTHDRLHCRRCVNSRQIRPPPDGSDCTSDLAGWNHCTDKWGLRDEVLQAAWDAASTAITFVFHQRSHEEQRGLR
# Cneo AK release – Cryptococcus neoformans lysis via adenylate kinase release | C. neoformans lysis, adenylate kinase release luminescence, 4 h; normalised: neutral wells 0, clomiphene wells 100 | lysis activity, % at 15 µM | 0.2% of 360,000 active | AID 651654;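 active means mean lysis activity across replicates of at least 80%, whatever share of replicates individually reach that level; inactive means mean lysis activity below 80%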
#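 Material: C. neoformans cells | Amount: Yeast cell density of 5 × 10^6 cells/mL | Medium: Fresh YPD growth medium | Dosing: Single dose | Times: Static 4 h at 37 °C with compound, 1 h detection | Detection: AK luminescence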
# PglD inh – inhibitors of Campylobacter jejuni PglD acetyltransferase | 0.098% of 360,000 active | purified PglD enzyme, DTNB colorimetric CoA detection | inhibition, % at 12.5 µM | AID 602405; in the data active means inhibition above about 16%, passing the limit was not always enough; further: strong numbers were not always called active
# RAD52 inh – RAD52 (human) annealing inhibition; P43351; recombinant RAD52 DNA annealing, FRET fluorescence; inhibition, % at 18.7 µM; 0.46% of 360,000 active;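 active means every replicate showing at least 50% inhibition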
# E-selectin induc – E-selectin induction on HUVECs. P16581. HUVEC E-selectin immunofluorescence imaging; normalized: neutral wells 0, TNF-alpha wells 100. activation, % at 7.58 µM. 0.37% of 260,000 active;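 active means mean E-selectin-positive cell signal at least 10% of the positive control, reached in at least 60% of replicates, without over 20% cell loss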;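 further: in these data hits start at about 27%; measured in HUVEC primary endothelial cells; signal is the percent of cells scored E-selectin positive by PE staining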
#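 assay system = HUVEC, human umbilical vein endothelial cells | input = 3,000 HUVEC seeded per well | medium = EGM-2 growth medium on 0.1% gelatin-coated wells | dosing = one compound dose added by pin transfer | signal = immunofluorescence imaging | read-out basis = % PE-positive cells | control set = TNF-alpha, DMSO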
# miR-122 sensor – inhibitors of miR-122 in Huh7 cells | Huh7 miR-122 Renilla luciferase sensor, 48 h; neutral wells = 0, positive control = 100 | activation (reporter increase), % at 12.5 µM | 0.3% of 340,000 active;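 active means mean replicate activation score at least 90 and every replicate individually at or above 90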;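 further: higher luciferase means less miR-122 activity so hits act as miR-122 inhibitors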
# ERAP1 HTS inh – inhibitors of human ERAP1 aminopeptidase. Q9NZ08. recombinant ERAP1, Leu-AMC fluorescence, 60 min. inhibition, % at 10.7 µM. 0.15% of 340,000 active. AID 652197;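 active means mean replicate inhibition of at least 30%, or all replicates individually reaching that 30% level; inactive means mean below 30% and not every replicate reaching it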;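 further: 0% = neutral control wells and 100% = L-leucinethiol positive control wells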
# An asterisk follows results filed as active; / = not tested or not shown; & = joins results of further samples; [ ] = remark or other dose. Outcome played no part in choosing rows; about 1.4% have a hit in one of these screens.
SMILES,PGC1a acetyl inh,RAD54 inh,Cneo AK release,PglD inh,RAD52 inh,E-selectin induc,miR-122 sensor,ERAP1 HTS inh
CO[C@H]1CN(C)C(=O)c2cc(NC(=O)Nc3ccccc3F)ccc2OC[C@@H](C)N(CCC(F)(F)F)C[C@@H]1C,-11,8,12,-4,-54,-0.3,/,-1
COC(=O)[C@H](CC(C)C)NS(=O)(=O)c1ccc(F)cc1Br,-36,-4,-3,2,-15,-4.1,-1,/
C[C@H]1CCCCO[C@H](CN(C)C(=O)Nc2ccccc2)[C@@H](C)CN([C@@H](C)CO)C(=O)c2cc(NC(=O)Nc3ccc4c(c3)OCO4)ccc2O1,6,10,-1,-1,7,0.0,-3[16.7 µM],-4
COc1ccccc1-c1ccc2c(c1)[C@H]1[C@H](CCN1S(=O)(=O)c1cn(C)cn1)[C@H](CO)N2,-11,-3,-19,-1,-31,0.4,-5[16.7 µM],-2
CN(C)C(=O)c1c(NC(=O)c2ccco2)sc2c1CCCCC2,2,7,2,-3,/,/,-2,/
COc1ccccc1N1CCN(c2ccc(Cl)nn2)CC1,14,/,/,/,-2,0.0,/,-4
CC(CNC(=O)c1ccc(NC2=NC3CS(=O)(=O)CC3S2)cc1)c1ccccc1 (configuration not stated),-2,6,-1,0,-6,1.0,-3,6
N#C[C@@H]1[C@@H](c2ccc(C#Cc3cccnc3)cc2)[C@@H](CO)N1C(=O)C1CC1,10,-15,1,0,-14,0.0,/,1
COc1ccc(S(=O)(=O)Nc2ccc3c(c2)C(=O)N([C@@H](C)CO)C[C@@H](C)[C@H](CN(C)C(=O)NC2CCCCC2)OCCCC[C@@H](C)O3)cc1,-16,-6,1,-2,-34,/,-7[16.7 µM],1
CCOc1ccc(S(=O)(=O)N2CCCC(C(=O)NCc3ccccn3)C2)cc1 (configuration not stated),-10,-8,-3,3,4,3.5,-5,-5
Cc1ccc(NS(=O)(=O)c2ccc(OCC(=O)Nc3cccc([N+](=O)[O-])c3)c(C)c2)cc1,-11,1,1,0,/,/,/,/
Cc1cc(-n2c(C)cc(C(=O)CSc3[nH]c(=O)cc(C(F)(F)F)c3C#N)c2C)no1,/,-7,-1,-1,-7,-0.3,/,0
C[C@@H]1CN([C@@H](C)CO)C(=O)c2cccc(NS(C)(=O)=O)c2O[C@H]1CN(C)CC1CCCCC1,-4&2,0&-6,7&1,2&-1,0&-9,-0.2&0.1,2[16.7 µM],0&-1
COc1ccc(Cl)cc1S(=O)(=O)N1CCC(C(=O)NC2CCCC2)CC1,/,7,0,-5,-4,-0.4,/,-1
C[C@@H]1CN([C@H](C)CO)C(=O)Cc2cc(NS(=O)(=O)c3ccc(F)cc3)ccc2O[C@@H]1CN(C)S(=O)(=O)c1cn(C)cn1,-4,2,-4,5,-5,-0.1,8[16.7 µM],2
CCc1nc2c(OCc3ccccc3)cccn2c1N(C)C(=O)C(C)C,-12,9,4,-2,-11,0.1,-1,1
Cc1nc2nc[nH]c2cc1Br,15,-5,-2,1,/,/,-5,/
CCO[C@H]1OC(C(=O)Nc2ccccc2)=C[C@@H](c2ccc(C(F)(F)F)cc2)[C@@H]1CCCO,-2,-1,7,0,7,0.5,1,-2
Cc1cc(Br)ccc1OCC(=O)NNC(=O)C(=O)Nc1ccccc1,4,/,/,/,-22,0.4,/,-5
CN(C(=O)COC(=O)C(C)(C)Oc1ccc(Cl)cc1)c1c(N)n(Cc2ccccc2)c(=O)[nH]c1=O,/,7,-4,-3,-14,/,10,-7
O=C(C1CCOCC1)N1CC(=O)N2[C@H](CO)[C@@H](c3ccc(-c4cccnc4)cc3)[C@@H]2C1,10,/,/,/,2,-0.2,/,7
O=C(O)CC1C(=O)NCCN1CCCc1ccccc1 (configuration not stated),-3,-2,0,2,9,0.1,0,2
COc1ccccc1-n1c(SCC(=O)NC(C)(C)C)nnc1-c1ccco1,14,-11,0,-5,/,/,-3,/
CCCn1c(=O)c2ccccc2n2c(=S)[nH]nc12,/,-9,-3,-3,-16,-0.2,-2,5
NC(=O)C1CCN(c2oc(/C=C/c3ccccc3)nc2S(=O)(=O)c2ccccc2)CC1,1,-4,1,-3,-12,1.4,-4,4
Cc1ccc2cc(C(c3nnnn3C3CCCC3)N3CCN(c4ccc(F)cc4)CC3)c(=O)[nH]c2c1 (configuration not stated),-7,-2,-2,4,/,/,2,/
CCN(C[C@@H]1[C@@H](c2ccccc2)[C@H](CO)N1C(C)=O)C(=O)c1ccccn1,-3,1,26,2,-6,0.0,-21[16.7 µM],1
CC(C)C(=O)Nc1ccc2c(c1)C(=O)N(C)[C@H]1CC[C@H](CC(=O)NCc3ccccc3)O[C@@H]1CO2,7,6,3,1,20,0.1,15[16.7 µM],1
COc1ccc(N(CC(=O)NC(C)(C)C)C(=O)CCC(=O)Nc2nccs2)c(OC)c1,/,5,-1,-8,12,/,/,0
CC(=O)N1CCN(Cc2nc3scc(-c4ccccc4)c3c(=O)[nH]2)CC1,-1,/,/,/,-18,0.2,-2,3
Cc1cc(C)cc(NC(=O)COc2coc(CN3CCc4ccccc43)cc2=O)c1,4,4,-4,-3,-10,0.0,8,-3
CCOc1ccccc1/C=N/NC(=O)CNC(=O)c1cccs1,/,/,/,/,-5,3.5,1,1
COc1ccc(N(C(=O)c2ccncc2)S(=O)(=O)c2ccc(Cl)cc2)cc1,/,1,0,1,/,/,18,/
CCC(Cc1ccccc1)NC(=O)C1CCN(c2nn3c(=O)cc(C)nc3s2)CC1 (configuration not stated),/,-5,1,-3,-6,3.0,-4,2
C[C@@H]1CN([C@H](C)CO)C(=O)c2cc(NC(=O)C3CCCCC3)ccc2O[C@H]1CN(C)CC1CCCCC1,-8,3,-1,-7,-6,/,4[16.7 µM],1
Cc1ccc2nc(-c3ccco3)c(Cc3cccc(F)c3)n2c1,-24,-11,1,4,-65,-0.1,4,-1
Cc1noc(C)c1NC(=O)N[C@@H]1CC[C@@H](CCNC(=O)C2CCOCC2)O[C@H]1CO,-1,-3,-8,8,4,2.8,4[16.7 µM],-1
C#Cc1ccc2c(c1)COc1c3ccccc3nn1-2,/,0,-3,/,-17,-0.2,/,-3
CC12CC(NC(=O)N1c1cccc(C(=O)N3CCCCC3)c1)c1ccccc1O2 (configuration not stated),2,-8,1,4,4,/,-2,-3
COCCC(=O)N1CCC(Oc2ccc(C(=O)NCCSC)cc2)CC1,11,-10,-1,-2,-9,0.1,0,-2
O=C(O)c1cc([N+](=O)[O-])ccc1Nc1ccccc1,-4,0,1,-15,-18,/,3,6
Cc1nn(CC(=O)NCCCN2CCCCC2C)c(=O)c2cccn12 (configuration not stated),-3,-3,0,-3,-18,/,-1,1
COc1ccc(C(=O)CC(=O)c2ccccc2O)cc1,-27,5,-6,3,-13,/,7,0
Cc1ccc(S(=O)(=O)c2nc(-c3ccco3)oc2SCC(=O)NCC2CCCO2)cc1 (configuration not stated),-10,-5,-1,1,/,/,-5,/
C[C@@H]1CN([C@@H](C)CO)C(=O)c2cc(NC(=O)Nc3cccc4ccccc34)ccc2O[C@@H](C)CCCCO[C@@H]1CN(C)S(=O)(=O)c1ccc(Cl)cc1,7,2,2,-1,1,-0.1,-3[16.7 µM],0
CN(C)C(=O)[C@@H]1[C@@H](CO)[C@@H]2Cn3c(ccc(-c4ccccc4)c3=O)[C@@H]2N1C(=O)c1ccccn1,/,-14,2,4,0,-0.4,/,-1
CCOc1cc(C(=O)Nc2ccc([N+](=O)[O-])cn2)cc(OCC)c1OCC,/,7,-3,2,-10,-0.1,/,1
C[C@@H]1CN([C@@H](C)CO)C(=O)c2cc(-c3cccc(F)c3)cnc2O[C@H]1CN(C)C(=O)Nc1ccccc1F,1,9,1,4,-6,0.3,-2[16.7 µM],0

# 6 records picked at random from those above, as already listed:
SMILES,PGC1a acetyl inh,RAD54 inh,Cneo AK release,PglD inh,RAD52 inh,E-selectin induc,miR-122 sensor,ERAP1 HTS inh
COCCC(=O)N1CCC(Oc2ccc(C(=O)NCCSC)cc2)CC1,11,-10,-1,-2,-9,0.1,0,-2
C[C@@H]1CN([C@@H](C)CO)C(=O)c2cc(NC(=O)Nc3cccc4ccccc34)ccc2O[C@@H](C)CCCCO[C@@H]1CN(C)S(=O)(=O)c1ccc(Cl)cc1,7,2,2,-1,1,-0.1,-3[16.7 µM],0
O=C(O)c1cc([N+](=O)[O-])ccc1Nc1ccccc1,-4,0,1,-15,-18,/,3,6
Cc1ccc(S(=O)(=O)c2nc(-c3ccco3)oc2SCC(=O)NCC2CCCO2)cc1 (configuration not stated),-10,-5,-1,1,/,/,-5,/
CN(C)C(=O)[C@@H]1[C@@H](CO)[C@@H]2Cn3c(ccc(-c4ccccc4)c3=O)[C@@H]2N1C(=O)c1ccccn1,/,-14,2,4,0,-0.4,/,-1
CC12CC(NC(=O)N1c1cccc(C(=O)N3CCCCC3)c1)c1ccccc1O2 (configuration not stated),2,-8,1,4,4,/,-2,-3

# The list goes on.
SMILES,PGC1a acetyl inh,RAD54 inh,Cneo AK release,PglD inh,RAD52 inh,E-selectin induc,miR-122 sensor,ERAP1 HTS inh
Cc1c(Cl)cnc(NC(=O)COC(=O)CCc2nc3ccccc3s2)c1Cl,-6,/,/,/,-10,/,2,0
OCc1cccc(-c2csc(C(O)(c3ccccc3)C(F)(F)F)n2)c1 (configuration not stated),-14,-8,1,-3,10,0.3,28,6
Cc1ccc(OCC(=O)N2CCN(C(=O)c3cccnc3)CC2)cc1,6,-15,2,0,/,-1.7,-4,/
CCOc1cc(CNCC(C)C)c(Cl)cc1OCC(=O)Nc1ccccc1,-1,-11,1,2,-69,/,4,-3
COc1cc(/C=N/NC(=O)C2CCN(CC(O)COCc3ccccc3)CC2)cc(OC)c1OC (configuration not stated),2,19,-1,4,-89,0.2,-5,-3
COc1ccc(N(CC(=O)Nc2cc(C)ccc2C)S(=O)(=O)c2c(C)noc2C)cc1,/,-7,-2,-3,-12,/,/,2
CCc1cc2c(-c3ccccc3)cc(=O)oc2c(CN2CCOCC2)c1O,-6,7,2,-4,/,/,0,/
COc1ccc(-n2nnnc2SCC(=O)N2CCCC2=O)cc1,/,-8,1,4,1,-0.4,/,4
COc1ccc(OC)c(N(CC(=O)NCC2CCCO2)S(=O)(=O)c2ccccc2)c1 (configuration not stated),/,5,24,1,-13,0.3,/,0
Oc1ccccc1Cc1c(O)ccc2ccccc12,4,2,1,-1,-2,0.5,0,-2
Nc1ncnc2c1ncn2[C@@H]1O[C@H](CNC(=O)OC[C@@H](N)Cc2ccccc2)[C@@H](O)[C@H]1O,-5,-2,-4,5,-5,0.0,-4,2

# Quoted from the listing:
# For RAD54 inh, `CCOc1cc(CNCC(C)C)c(Cl)cc1OCC(=O)Nc1ccccc1` has the entry -11
# For miR-122 sensor, `Cc1c(Cl)cnc(NC(=O)COC(=O)CCc2nc3ccccc3s2)c1Cl` has the entry 2
# For PglD inh, `Cc1ccc(OCC(=O)N2CCN(C(=O)c3cccnc3)CC2)cc1` has the entry 0
# For ERAP1 HTS inh, `Oc1ccccc1Cc1c(O)ccc2ccccc12` has the entry -2
# For ERAP1 HTS inh, `Nc1ncnc2c1ncn2[C@@H]1O[C@H](CNC(=O)OC[C@@H](N)Cc2ccccc2)[C@@H](O)[C@H]1O` has the entry 2
